All columns: NCI-60 one-dose screen, growth in % after 48 h at 10 µM unless noted; 100 = growth as untreated, 0 = no growth, -100 = all killed.
SN12C = SN12C renal cancer cells; 81,000 tested, 3.8% active; AID 1794767
786-0 = 786-0 renal cancer cells; 81,000 tested, 5.1% active; AID 1794775
OVCAR-5 = OVCAR-5 ovarian cancer; 82,000 tested, 2.9% active
SK-OV-3 = SK-OV-3 ovarian cancer cells; 80,000 tested, 3.2% active
UO-31 = UO-31 renal cancer | 81,000 tested, 5.2% active
OVCAR-4 = OVCAR-4 ovarian cancer cells | 80,000 tested, 3.7% active
IGROV1 = IGROV1 ovarian cancer. 79,000 tested, 4.7% active
TK-10 = TK-10 renal cancer cells. 81,000 tested, 3.9% active. AID 1794769
* = called active by the depositor; · = no result given; & = joins results of further samples. Rule for the calls: active = growth percent below 10; inactive = the rest.

SMILES	SN12C	786-0	OVCAR-5	SK-OV-3	UO-31	OVCAR-4	IGROV1	TK-10
O=C(Cn1cc(CSc2nc3ccccc3o2)nn1)Nc1cc(Cl)cc(Cl)c1	110.2	103.1	119.7	89.1	95.4	107.1	104.2	118.0
COC1CCC2CC(C(=O)N3CCC(CC(=O)NCC4CCC5OCOC5C4)CC3)NC2C1 (stereo not given)	64.1	65.7	77.2	31.8	69.2	17.1	67.7	100.9
CCCCn1c(-c2ccc(C(=O)O/N=C(\N)c3ccc4c(c3)OCO4)cc2)nc(-c2ccccc2)c1-c1ccccc1	39.3	41.9	54.1	89.5	-62.3*	40.1	-68.5*	37.1
CC(C#N)(CCc1ccccn1)CCc1ccccn1	100.4	104.7	95.0	113.0	98.6	103.9	124.0	106.2
CC(=O)Nc1ccccc1[N+](=O)[O-]	102.9	99.9	105.4	105.8	89.8	113.6	103.6	96.7
CC(C)c1cc(O)c(C(C)(C)C)cc1Cl	86.5	91.0	110.8	88.3	76.4	81.2	97.6	100.2
Cc1ccc2c(c1)C(C)(O)CCC2 (stereo not given)	104.5	105.8	109.3	112.4	89.4	109.2	104.5	·
CNC(=O)CCN1CCN(CC/C=C2\c3ccccc3Sc3ccc(Cl)cc32)CC1	95.5	75.9	96.3	122.0	53.9	104.7	·	81.4
O=CNNC(=O)c1ccccn1	104.4	99.4	99.5	103.5	89.5	97.5	97.3	101.1
Cc1ccc2oc(=O)cc(C)c2c1	100.3	101.3	100.3	105.4	96.9	100.7	115.4	105.3
N#C/C(=C/c1ccc(Cl)cc1)c1[nH]n2cc(-c3ccccc3)nc2c1C#N	97.1	109.0	114.7	103.1	57.2	106.9	78.2	132.3
CNC(=O)c1cc(Oc2cccc3nc(Nc4ccc(Cl)c(F)c4)ccc23)ccn1	63.2	41.7	79.7	41.4	81.6	8.1*	79.3	54.1
CS(=O)(=O)Oc1ccc(Cl)cc1	99.5	102.9	112.9	105.5	91.1	111.0	96.2	106.7
c1cc2[nH]ncc2cc1-c1nc2ccc3[nH]ncc3c2c2c1CCC2	63.9	49.7	91.7	5.2*	38.0	57.9	22.6	30.8
Clc1ccc(OCc2nc(-c3ccccc3)n[nH]2)c(Cl)c1	96.6	108.0	99.7	80.9	77.1	98.1	97.6	121.9
CC(=O)NNC(=O)c1cccc(C(=O)O)c1	89.4	100.3	103.3	91.8	81.1	111.3	109.9	98.9
C=COC(=O)c1ccccc1C(=O)OCCCC	104.5	·	117.4	111.8	87.3	110.4	106.5	114.2
COc1cc2c(cc1OC)C1=NN(C(=O)Nc3ccc(C)cc3C)C(c3ccccc3Cl)C1C2 (stereo not given)	98.6	92.3	104.0	100.6	83.2	88.2	84.2	·
COc1cc(-c2nn(C(C)(C)C)cc2-c2ccnc(NCCCNS(=O)(=O)c3ccccc3)n2)ccc1F	85.1	85.7	112.5	95.3	69.4	87.2	83.2	112.1
Cc1ccc(S(=O)(=O)NC(=O)CCC(=O)Nc2ccc(Oc3ccccc3)cc2)cc1	109.3	102.7	112.1	105.3	93.3	107.3	108.3	99.0

Sorted by molecular weight (highest first): part of the list above
SMILES	SN12C	786-0	OVCAR-5	SK-OV-3	UO-31	OVCAR-4	IGROV1	TK-10
CNC(=O)CCN1CCN(CC/C=C2\c3ccccc3Sc3ccc(Cl)cc32)CC1	95.5	75.9	96.3	122.0	53.9	104.7	·	81.4
Cc1ccc2oc(=O)cc(C)c2c1	100.3	101.3	100.3	105.4	96.9	100.7	115.4	105.3
O=CNNC(=O)c1ccccn1	104.4	99.4	99.5	103.5	89.5	97.5	97.3	101.1

Next part
SMILES	SN12C	786-0	OVCAR-5	SK-OV-3	UO-31	OVCAR-4	IGROV1	TK-10
CC1(C)CC[C@]2(C(=O)O)CC[C@]3(C)C(=CCC4[C@@]5(C)C[C@@H](O)[C@H](O)[C@@](C)(CO)C5CC[C@]43C)C2C1 (stereo not given in full)	98.7	99.4	98.2	108.2	83.9	105.8	99.5	99.3
O=C(NO)Oc1cccc2ccccc12	99.3	94.7	108.4	93.8	60.5	76.2	102.7	125.3
CCCN1C(=O)/C(=C(\C#N)C(=O)Nc2ccc(S(N)(=O)=O)cc2)c2cc(Cl)ccc21	81.1	92.8	105.5	·	53.9	·	62.6	83.2
S=C(Nc1ccccc1)Nc1ccc(OCc2nc3ccccc3[nH]2)cc1	47.1	31.8	66.3	86.6	30.4	38.9	56.3	72.3
COC(=O)C1ON=C(c2no[n+]([O-])c2C)C1C(=O)OC (stereo not given)	98.4	103.7	89.2	106.8	79.2	112.9	103.1	102.5
O=C(CN1CCCCC1)Nc1nc2ccc([N+](=O)[O-])cc2s1	100.5	90.4	100.9	108.4	81.7	106.6	98.7	94.2
Cc1nn(-c2ccc(Cl)cc2)c(=O)n1CCn1nnc2ccccc21	102.8	101.4	90.6	105.1	73.3	111.2	102.7	116.6
CCCCC(CC)CNCCOC(=O)c1ccc(N)cc1 (stereo not given)	107.6	95.7	102.2	101.9	73.2	107.1	95.2	98.5
c1ccc(C(c2ccccc2)N2CCCCC2)cc1	99.7	100.2	89.3	98.3	85.8	105.7	101.1	·
COc1ccc(Cn2ccc3nc(Cl)nc(Cl)c32)cc1	93.4	106.5	107.3	102.1	94.9	93.2	106.0	103.4
NS(=O)(=O)c1ccc(NC(=O)CSc2ccc(-c3ccc4ccccc4c3)nn2)cc1	106.2	98.0	105.2	105.0	95.9	110.2	116.2	124.8
C[N+]1(C)C2CCC1CC(OC(=O)C(O)c1ccccc1)C2 (stereo not given)	101.7	85.5	102.5	78.9	88.2	106.3	103.5	70.6
Cc1ccc2c(c1)sc1nc(-c3c[nH]c4ccccc34)c(Nc3ccccc3)n12	102.4	105.4	105.1	-4.1*	77.3	95.8	104.2	114.0
CCCCCCCCC1CCNCC1	88.1	73.7	84.4	91.1	73.9	85.8	104.8	80.9
CNC(=O)c1c(I)c(NC(C)=O)c(I)c(C(=O)O)c1I	95.6	127.0	113.2	103.7	88.6	110.9	114.8	113.9
CCOC(=O)c1cn2c3c(cccc3c1=O)C(=O)CC2	96.3	93.1	80.8	90.4	85.1	101.5	98.4	98.0
N#C/C(=C\c1ccc(Cl)c([N+](=O)[O-])c1)C(N)=O	95.2	100.8	101.1	96.5	102.5	103.0	100.7	109.4
O=C(Nc1ccc(Nc2ccncc2)cc1)c1ccc(C(=O)Nc2ccc(Nc3ccncc3)cc2)cc1	88.1	84.5	51.1	68.0	89.4	68.1	75.8	137.2
CCOC(=O)CC(CC(=O)OCC)C(=O)OCC	99.1	107.6	95.1	92.5	89.6	109.0	112.1	97.3
CN1CCN(c2ccc(/C=N/n3cnc4oc(-c5ccccc5)cc4c3=N)cc2)CC1	66.0	52.8	76.2	71.3	63.7	83.1	36.7	118.9

Fetched by compound from above, 2 records:
SMILES	SN12C	786-0	OVCAR-5	SK-OV-3	UO-31	OVCAR-4	IGROV1	TK-10
Cc1nn(-c2ccc(Cl)cc2)c(=O)n1CCn1nnc2ccccc21	102.8	101.4	90.6	105.1	73.3	111.2	102.7	116.6
CCCN1C(=O)/C(=C(\C#N)C(=O)Nc2ccc(S(N)(=O)=O)cc2)c2cc(Cl)ccc21	81.1	92.8	105.5	·	53.9	·	62.6	83.2

Following part
SMILES	SN12C	786-0	OVCAR-5	SK-OV-3	UO-31	OVCAR-4	IGROV1	TK-10
COc1nc2ccccc2cc1/C=[N+](\[O-])c1ccccc1	59.1	101.8	97.4	87.3	43.9	74.3	86.7	79.6
Clc1c(Br)c(-c2ccccc2)nc2ccccc12	105.8	108.0	127.8	106.3	93.5	108.7	114.4	114.5
NC(=O)Nc1ccc(-n2cnc3cc(-c4ccc(O)cc4)ccc32)cc1	94.0	108.9	97.5	136.5	87.2	89.0	108.4	120.6
CCCCOC(=O)C(C)OC(C)=O (stereo not given)	103.7	102.5	115.9	103.6	84.3	99.1	112.8	101.0
CC1CN(CCOC(=O)Nc2ccc(Cl)cc2)CCN1C(C)(C)C (stereo not given)	·	89.1	93.1	103.0	78.1	93.1	114.3	105.2
C=CCNc1ccc2c3c(cccc13)C(=O)N(N1C(=O)c3cccc4cccc(c34)C1=O)C2=O	100.8	103.9	101.3	107.5	81.1	107.3	103.3	104.8
CCOC(=O)C1=C(C)NC(SCc2nnc(-c3ccc(Cl)cc3)o2)=NC1c1ccc(Cl)cc1 (stereo not given)	·	83.4	89.6	82.6	48.7	70.0	62.3	77.5
O=S(=O)(Nc1ccc(Br)cc1)c1ccc(-c2cnc(C3CC3)o2)cc1	33.8	37.8	51.0	35.5	42.3	67.8	36.1	64.1
O=C1C2C3C=CC(C3)C2C(=O)N1c1cccc(O)c1 (stereo not given)	100.3	103.4	93.9	100.1	90.0	104.0	104.5	101.0
O=C1Nc2ccccc2/C1=C/C(=O)c1ccc(N2CCCC2)cc1	15.6	100.2	75.6	70.9	47.1	·	15.9	42.8
C#C[C@]1(O)CC[C@H]2[C@@H]3CC=C4c5sc(N(C)c6ccccc6)nc5CC[C@]4(C)[C@H]3CC[C@@]21C	91.2	57.1	92.5	98.7	106.0	94.0	106.7	136.9
O=C1COCCN1c1ccc(NCc2cn(Cc3cccc4ccccc34)c3ccccc23)cc1	92.6	98.8	41.7	62.0	58.0	69.8	27.2	44.4
O=c1c2ccccc2sc2c(N3CCC4(CC3)OCCO4)nc3ccccc3c12	90.5	102.0	98.6	107.4	86.9	98.8	70.6	·
CN1CCN(C(=O)OCc2nc3c(N4CCOCC4)nc(Cl)nc3n2C)CC1	-75.1*	-95.5*	-73.7*	69.9	-100.0*	-39.5*	-95.4*	-78.0*
S=C(N/N=C/c1ccc[nH]1)NNC(=S)Nc1ccccc1	98.2	108.8	105.6	99.5	65.0	90.8	76.3	218.5
O=C(O)c1cn(C2CC2)c2cc(N3CCN(C(=O)Nc4nc(-c5ccccc5)cs4)CC3)c(F)cc2c1=O	4.9*	22.5	50.3	14.7	5.5*	62.4	·	26.3
CCO/C=N/S(=O)(=O)c1cc2c(cc1Cl)NC=NS2(=O)=O	104.1	100.3	111.9	103.8	89.1	116.7	103.9	100.6
CC1(c2ccccc2O)N=C(N)Nc2nc3ccccc3n21 (stereo not given)	105.2	106.5	108.3	104.2	82.3	128.1	95.0	107.5
CC(=O)Nc1ccc(N2C(=O)CSC23C(=O)Nc2ccccc23)cc1 (stereo not given)	88.5	106.5	100.7	94.6	59.0	97.7	80.3	102.5
COc1ccc(C2CC(c3cccc(Nc4ccncc4)c3)=NN2C=O)cc1 (stereo not given)	94.7	102.0	112.0	96.9	80.0	98.3	95.8	112.6

A section taken from the entries so far, as a working copy:
SMILES	SN12C	786-0	OVCAR-5	SK-OV-3	UO-31	OVCAR-4	IGROV1	TK-10
CCOC(=O)C1=C(C)NC(SCc2nnc(-c3ccc(Cl)cc3)o2)=NC1c1ccc(Cl)cc1 (stereo not given)	·	83.4	89.6	82.6	48.7	70.0	62.3	77.5
O=S(=O)(Nc1ccc(Br)cc1)c1ccc(-c2cnc(C3CC3)o2)cc1	33.8	37.8	51.0	35.5	42.3	67.8	36.1	64.1

Additional structures:
SMILES	SN12C	786-0	OVCAR-5	SK-OV-3	UO-31	OVCAR-4	IGROV1	TK-10
O=c1[nH]c2ccc(Oc3ncccn3)cc2c(=O)n1Cc1cccc(NC(=S)Nc2cccc(Cl)c2)c1	95.4	76.0	98.5	92.2	84.5	97.9	102.7	77.2
c1ccc(CC2=NCCc3ccccc32)cc1	95.8	101.9	86.5	99.8	80.1	84.0	96.7	·
CC(C)CC(C)NCCOC(=O)c1ccccc1 (stereo not given)	112.3&99.1	103.1&98.1	104.2&107.2	102.3&96.1	92.4&83.1	98.6&125.6	115.3&116.6	105.2&107.4
COc1nc2cc(OCc3ccccc3)ccc2cc1-c1nc2c(cnn2-c2ccc(Br)cc2)c(=O)[nH]1	85.1	87.8	113.4	93.5	75.3	78.5	83.0	120.0
CC1(O)CCC2CC3OC3(C)CCC3OC3(C)C(O)CC1C2(C)C (stereo not given)	102.9	103.6	120.0	109.0	·	91.1	70.0	107.2
COc1ccc(-c2nnc(SCC(=O)NC3=NN=C(c4ccccc4)CS3)o2)cc1	99.8	101.1	101.5	93.5	88.1	100.5	107.9	105.8
O=S(=O)(NCCCNc1nccc(-n2ccc3cccnc32)n1)c1ccc(F)cc1	97.9	101.4	98.8	109.2	101.9	88.5	102.6	114.7
CC(=O)N(Cc1ccccc1)c1nc2c3ccccc3n(C(C)=O)c2s1	102.2	100.9	104.4	112.9	98.0	101.4	106.3	103.6
O=C(NCc1ccccc1)c1cccc([N+](=O)[O-])c1	103.9	94.9	115.6	108.1	70.1	111.3	101.0	99.6
O=C(NC(C(=O)NO)c1ccc(-c2cc(F)c(F)c(F)c2)cc1)c1ccc(O)c(F)c1 (stereo not given)	88.0	94.9	108.4	113.7	64.0	75.3	71.7	103.6
CC(C)(C)C1CCC(=NO)CC1 (stereo not given)	102.8	94.5	90.3	100.5	71.7	97.3	99.5	108.1
CCN1CCN(C(=O)[C@@]2(C)CC[C@]3(C)CC[C@]4(C)C(=CC(=O)[C@@H]5[C@@]6(C)CC[C@H](OC7C[C@@H](O)[C@@H](O)C(C)O7)C(C)(C)[C@@H]6CC[C@]54C)[C@@H]3C2)CC1 (stereo not given in full)	-64.7*	-60.5*	9.9*	112.5	-80.8*	0.1*	26.5	135.9
CCOc1ccc2nc(NCc3ccc(N(C)C)cc3)sc2c1	94.4	103.0	98.9	107.7	75.9	100.5	111.5	105.3
OCCCc1ccco1	103.0	107.7	100.2	112.3	73.4	102.5	113.8	104.0
Cc1nn(-c2cc(-c3ccccc3)no2)c(N)c1C	79.4	90.4	92.7	98.7	53.1	78.9	79.6	99.7

As entered above:
In OVCAR-4, O=c1[nH]c2ccc(Oc3ncccn3)cc2c(=O)n1Cc1cccc(NC(=S)Nc2cccc(Cl)c2)c1 reads 97.9
In SN12C, CCOc1ccc2nc(NCc3ccc(N(C)C)cc3)sc2c1 reads 94.4
